# XiGFP reactiv = activators of X-chromosome reactivation in mouse fibroblasts | activation, % at 7.58 µM | 360,000 compounds, 0.055% hits | XiGFP mouse fibroblasts, % GFP-positive cells imaging, 3 d; cells co-treated with 5-aza-dC sensitizer; scaled so ellipticine positive control = 100%;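 active = mean normalized replicate activation at least 10% and every replicate at or above 10%; inconclusive = only one of the two criteria met; inactive = mean below 10% and not all replicates reach 10%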;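 also: 0% = median of on-plate neutral control wells and 100% = ellipticine 6 µM median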
#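 Material: XiGFP fibroblasts, SV40-immortalized; Buffer or medium: DMEM containing 5-aza-dC; Compound dosing: single point; Times: 3 days compound exposure.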
# EWS-Fli inh = blocks EWS/Fli oncoprotein-driven transcription | 350,000 compounds, 0.67% hits | inhibition, % at 12.6 µM | A673 NR0B1-luciferase reporter, viability-normalised;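 active = mean inhibition of at least 50% after viability correction, with every replicate also passing that limit; inconclusive = mean reaches 50% but only one of two replicates passes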;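 also: firefly luciferase signal divided by Alamar Blue viability fluorescence both relative to DMSO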
# ARNT TACC3 PPI = disruptors of human ARNT/TACC3 interaction | Q9Y6A5 | AlphaScreen His-ARNT PAS-B/GST-TACC3 binding, luminescence; TACC3 fragment carries E629A point mutation | inhibition, % at 9.99 µM | 390,000 compounds, 0.66% hits | AID 623870;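 active = mean inhibition of replicates at least 50% and at least half of replicates each reaching 50%; inconclusive = half or more replicates reach 50% but mean below 50%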;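 also: 0% = complete ARNT plus TACC3 wells and 100% = ARNT alone without TACC3; many hits fall short of the cut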
# DENV2 CPE rescue = inhibitors of DENV2 cytopathic effect | DENV2-infected cells, cytopathic effect rescue, plate reader | CPE inhibition, % at 9.99 µM | 350,000 compounds, 1.7% hits | AID 651640; in the data active = CPE inhibition above about 20%, passing the limit was not always enough; inconclusive = no clear call, values can overlap the other calls; tested in BHK-21 cells;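 also: 0% = median of neutral control wells and 100% = median of positive control wells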
# F508del corr = CFTR F508del correction in bronchial cells; activity (quench increase), % at 7.58 µM; CFBE cells, YFP halide quenching; stimulated with forskolin plus potentiator P3; % fluorescence drop versus neutral controls; 350,000 compounds, 0.36% hits;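 active = mean added fluorescence quench of at least 8% versus neutral control, with both replicates also reaching 8%; inconclusive = only one of the mean or replicate conditions met; inactive = mean below 8% and not both replicates reaching 8%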;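 also: cells transiently co-express mutant CFTR-F508del with the halide-sensitive YFP; corrector assay measuring rescue of mutant channel to the surface after 24 h compound exposure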
# ERp5 block = inhibitors of human ERp5; ERp5 insulin aggregation, absorbance 650 nm, 90 min; inhibition, % at 9.99 µM; 350,000 compounds, 0.05% hits;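 active = mean replicate inhibition above about 25%, with every replicate also reaching it, limit read from the data, passing the limit was not always enough; inconclusive = only one of those two criteria met; inactive = neither criterion met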
# Target sequence (Q15084 whole entry, looked up): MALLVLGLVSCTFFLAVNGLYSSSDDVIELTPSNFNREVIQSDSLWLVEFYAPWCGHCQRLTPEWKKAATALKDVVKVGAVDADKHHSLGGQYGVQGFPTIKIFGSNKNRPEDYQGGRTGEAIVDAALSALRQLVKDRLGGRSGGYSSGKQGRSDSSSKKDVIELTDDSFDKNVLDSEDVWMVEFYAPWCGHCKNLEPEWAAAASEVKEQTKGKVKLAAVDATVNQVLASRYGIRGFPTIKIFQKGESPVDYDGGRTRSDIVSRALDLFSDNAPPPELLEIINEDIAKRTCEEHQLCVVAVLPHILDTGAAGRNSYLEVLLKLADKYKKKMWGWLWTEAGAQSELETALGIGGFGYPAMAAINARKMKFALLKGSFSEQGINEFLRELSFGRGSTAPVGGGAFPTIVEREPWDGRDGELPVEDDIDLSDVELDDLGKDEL
# GSIS activator = primary screen for activators of insulin secretion dependent on glucose, INS-1E cells, GLuc reporter luminescence; INS-1E GLuc reporter insulin secretion, 2-3 h; activation, % at 16.6 µM; 370,000 compounds, 0.61% hits;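 active = lowest replicate activation of at least 40%, so every replicate reaches that level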;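 also: 0% = median of neutral control wells and 100% = median of IBMX positive control wells; some compounds called inactive have numbers as strong as hits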
# PAX8 reporter = lowers PAX8-driven luciferase in RMG-I cells. AID 652154. inhibition, % at 12.6 µM. 360,000 compounds, 1.2% hits. RMG-I TPO-luciferase reporter, SteadyGlo, 24 h;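 active = mean replicate inhibition at least 60% with every replicate also reaching 60%; inconclusive = only one of the two criteria is met; inactive = mean below 60% and not all replicates reaching 60%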;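 also: luciferase light reporting Pax8 driven TPO promoter activity; plate controls were median of neutral control wells for no effect and mitoxantrone controls for full effect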
# * = called active by the depositor; ? = inconclusive; . = not tested or not shown.
SMILES	XiGFP reactiv	EWS-Fli inh	ARNT TACC3 PPI	DENV2 CPE rescue	F508del corr	ERp5 block	GSIS activator	PAX8 reporter
CC(C)c1ccc(NC(=O)C[n+]2ccn(C3=C([O-])c4ccccc4C3=O)c2)cc1	0.0	-0.1	10.5	-0.2	-1.7	-2.5	-5.9	12.9
CN(C)S(=O)(=O)c1ccc(NC(=O)c2ccc([N+](=O)[O-])cc2)cc1	-0.1	3.8	-2.3	5.5	0.2	-3.3	.	3.2
CC(C)C(NC(=O)CN1C(=O)c2ccccc2C1=O)c1ccccc1 (stereo not drawn)	0.1	-1.8	-6.4	-8.1	-1.8	1.0	1.0	-38.8
COc1c(C(=O)NC(=S)Nc2nnn(C)n2)cc2ccccc2c1Br	0.3	7.6	1.1	-5.4	-3.7	-4.1	4.1	5.1
CCc1cccc(NC(=O)C2CC2c2ccccc2)c1 (stereo not drawn)	0.2	-12.6	-0.5	-2.2	-4.2	-1.6	-2.9	-28.0
CN1C(=O)c2cc(NC(=O)NC3CCCC3)ccc2OC[C@H]2O[C@@H](CC(=O)NCC3CC3)CC[C@@H]21	0.3	.	.	0.8	0.9	10.4	2.8	-7.4
O=[N+]([O-])c1cc(C(F)(F)F)ccc1SCC(O)CO (stereo not drawn)	0.0	6.9	.	-5.9	0.7	-13.5	6.0	6.0
C[C@H](CO)N1C[C@H](C)[C@H](CN(C)C(=O)c2cc(-c3ccccc3)on2)OCc2cn(nn2)CCCC1=O	-0.6	0.3	.	.	2.9	.	7.4	3.8
COc1ccccc1Cc1c(-c2ccc(C)cc2)nc2ccc(Cl)cn12	-0.1	-85.4	.	1.5	-2.8	6.1	21.8	-138.5
CCn1nc(C(=O)Nc2ccc3c(c2)OCCO3)c2ccccc2c1=O	-0.1	-32.4	.	-10.1	-4.1	-2.2	11.6	-33.9
CCC(=O)NC(=S)Nc1ccc(S(=O)(=O)NC2CCCCC2)cc1	0.1	.	-4.3	-4.2	1.5	8.7	-39.4	7.2
Cc1cccc(/C=N/n2c(-c3ccccc3)n[nH]c2=S)c1O	0.1	-1.6	-4.1	1.0	1.0	2.3	12.2	5.2
C[C@@H]1CN([C@H](C)CO)C(=O)Cc2cc(NS(=O)(=O)c3cn(C)cn3)ccc2O[C@H]1CN(C)S(=O)(=O)c1ccccc1	-0.7	-1.9	-6.9	1.3	1.4	5.6	3.5	-3.3
O=C(Nc1ccc(F)cc1)c1sc(Cl)nc1-c1ccccc1	0.1	.	0.6	.	.	.	14.1	10.1
Cc1c(C(=O)N2CCC(C(N)=O)CC2)oc2ccc(Br)cc12	0.5	-34.7	-1.2	-0.7	1.0	9.3	-9.9	-206.0
Cc1ccc(-n2c(C)c(C)c3c(N)ncnc32)cc1	0.2	-28.6	-6.5	?	2.6	3.6	15.1	15.5
CCCc1cc(C(=O)NCc2ccc(OC)cc2)no1	0.5	-28.7	-7.0	18.5	-0.5	2.3	9.3	-83.2
O=C(OCc1nnc(-c2ccccc2)o1)c1ccccc1	0.1	-1.5	-6.3	-4.9	-2.1	-5.9	.	-1.2
COc1cc(CN2CCCCCC2)cc(OC)c1OC	0.0	11.9	-2.1	3.9	1.8	1.4	3.0	-1.3
CN1C(=O)CSC1=S	0.0	-3.5	-1.8	-8.5	2.8	0.1	.	3.3
CNC[C@H]1Oc2ccc(NS(=O)(=O)c3ccc(C)cc3)cc2CC(=O)N([C@@H](C)CO)C[C@@H]1C	-0.1	-1.5	-8.3	-1.4	-1.2	8.1	8.1	-7.3
Cc1cccc(N2CCN(C(=O)c3cccc(N4CCCC4=O)c3)CC2)c1C	0.2	-11.9	6.1	-0.4	-1.8	-2.2	5.9	12.5
CCOc1ccc(/C=C2\SC(=S)N(NC(=O)c3ccncc3)C2=O)cc1OC	0.0	3.2	.	4.1	-0.9	3.0	16.8	15.5
CC1(C)Cc2cccc(OCC(=O)Nc3cc(S(C)(=O)=O)ccc3Cl)c2O1	0.5	-0.8	-1.6	-5.8	3.0	-9.8	4.5	13.9
COC(=O)c1c(NC(=O)COc2ncnc3ccccc23)sc(C)c1C	0.0	17.0	-18.9	6.0	.	-0.2	.	58.3
CCC(C)c1ccccc1NC(=O)C(C)NCCN(C)C (stereo not drawn)	0.0	-8.1	-16.2	4.7	-0.8	-2.8	2.2	4.2
C[C@@H]1CN([C@H](C)CO)C(=O)c2cc(N(C)C)ccc2O[C@@H](C)CCCCO[C@@H]1CN(C)C(=O)c1ccncc1	0.1	-2.8	-1.0	-0.1	-0.6	-8.7	7.1	1.6
CCOC(=O)C1(CCOC)CCN(C(=O)c2ccc(CSC)o2)CC1	0.1	.	-0.3	1.4	-0.6	0.9	-9.6	-4.3
Oc1ccccc1CN(Cc1ccco1)CC(O)COCc1ccc(Cl)cc1 (stereo not drawn)	0.8	.	0.8	.	.	.	-30.0	3.5
Cc1ccc2c(c1)N(CC(=O)N1CCC(C)CC1)C(=O)c1cccnc1O2	0.0	-2.1	-2.5	14.1	1.9	1.1	-7.7	14.4

SMILES	XiGFP reactiv	EWS-Fli inh	ARNT TACC3 PPI	DENV2 CPE rescue	F508del corr	ERp5 block	GSIS activator	PAX8 reporter
Fc1ccc(N/N=C/c2ccc(N3CCOCC3)cc2)c(F)c1	0.1	-101.4	-2.0	1.6	-0.3	-4.9	1.7	-45.4
COc1ccc(-c2ccc3n(c2=O)C[C@H]2N[C@@H]3[C@@H](C(=O)N3CCCCC3)[C@@H]2CO)cc1	0.1	-9.0	.	-1.7	0.1	-2.5	-1.0	19.9
COc1cccc(NC(=O)CN(C)C(=O)c2ccccc2OCC(=O)Nc2cccc(C(F)(F)F)c2)c1	-0.1	8.8	-1.5	3.9	1.6	19.0	-49.3	15.6
CN(C)CCCn1c(SCCN2C(=O)c3ccccc3C2=O)nc2ccccc2c1=O	0.2	0.8	0.0	-3.9	-1.0	-7.9	28.1	17.4
C[C@H]1CN([C@@H](C)CO)S(=O)(=O)c2ccc(-c3cccc(F)c3)cc2O[C@H]1CN(C)S(=O)(=O)c1ccc(F)cc1	0.0	3.4	-3.2	-2.2	6.9	0.5	-17.0	.
COc1ccc(Cl)cc1NC(=O)CC1CCCC1	0.0	-12.1	-4.0	1.2	-0.4	3.5	3.3	14.1
COc1ccc(CN(C)C[C@H]2OCCCC[C@@H](C)Oc3ccc(NS(=O)(=O)c4c(C)noc4C)cc3C(=O)N([C@@H](C)CO)C[C@H]2C)cc1	-1.1	3.5	0.7	-0.8	1.4	1.3	-3.0	-8.7
O=C(CN1C(=O)S/C(=C/c2ccc(N3CCOCC3)cc2)C1=O)N1CCOCC1	0.0	.	0.7	.	.	.	-1.6	-104.1
CNC[C@@H]1OCCCC[C@H](C)Oc2ccc(NC(=O)Nc3ccc(F)cc3)cc2C(=O)N([C@H](C)CO)C[C@@H]1C	-0.1	-3.5	-4.2	-3.4	0.6	-2.7	1.6	-10.2
c1ccc(-n2nnnc2-n2nnc3ccccc32)cc1	.	.	-8.4	.	.	-3.5	5.1	-4.4
CN(Cc1ccccc1)C(=O)c1cccc(NC(=O)Cc2ccc(NC(=O)C3CCCN(C(=O)C4CCCC4)C3)cc2)c1 (stereo not drawn)	0.9	-2.7	-2.7	1.7	2.3	4.9	-8.5	-1.5
CCN(CC)C(=O)[C@H]1CC(CC(=O)NCCN2CCOCC2)C(=O)N2CCc3c([nH]c4ccccc34)[C@]12C (stereo partly drawn)	0.0	-15.6	-1.5	3.3	5.6	-2.5	6.1	10.8
O=C(COc1ccccc1[N+](=O)[O-])N1CCCc2ccccc21	-0.1	-6.0	-16.5	0.0	-1.9	1.6	6.8	16.7
Cc1ccc(S(=O)(=O)N2C[C@@H](C)[C@]3(C2)[C@H](O)[C@H](OC(=O)Nc2cccs2)C[C@H]2C(=O)N(c4ccccc4)C(=O)[C@H]23)cc1	0.9	15.7	.	?	-2.6	-0.5	-6.2	17.3
COc1cc(OC)c(OC)cc1CNCCSc1nnnn1C	-0.1	0.6	-7.0	4.0	0.6	-1.2	-14.4	11.7
CC(OC(=O)c1ccc2c(=O)n3c(nc2c1)CCC3)C(N)=O (stereo not drawn)	-0.2	-4.5	-0.2	-0.5	0.9	0.8	5.0	-15.6
C[C@H](CO)N1C[C@H](C)[C@H](CN(C)Cc2ccc(Cl)c(Cl)c2)Oc2ccc(NC(=O)C3CCCCC3)cc2C1=O	-0.2	11.0	2.8	4.2	-0.4	-3.5	-12.9	.
CCCNC(=O)COC(=O)c1cc(-c2ccc(OC)cc2)nc2ccccc12	0.4	-32.0	5.5	-3.4	-3.3	2.5	0.5	-67.3
Cc1nnc(NC(=O)c2cccc(S(=O)(=O)N(C)c3cccc(Cl)c3)c2)s1	0.1	15.6	3.6	?	-1.1	-7.3	1.3	5.1
N=c1c(C(=O)NCC2CCCO2)cc2c(=O)n3ccccc3nc2n1C1CCCC1 (stereo not drawn)	0.0	9.2	7.7	-1.5	1.2	-1.1	4.5	-153.9
C=CCn1c(SCC(=O)N(CCOC)c2c(N)n(CC(C)C)c(=O)[nH]c2=O)nc2ccccc21	-0.1	2.5	-0.5	1.3	0.9	-3.0	3.6	1.4
CC(C)Oc1ccc(/C=C(\NC(=O)/C=C/c2ccco2)C(=O)NCCc2nc3ccccc3[nH]2)cc1	-0.1	6.2	-2.7	-3.1	.	-0.6	.	-2.3
C/C(=N\Nc1nncc2ccccc12)c1ccc(Cl)c([N+](=O)[O-])c1	0.4	-40.0	.	-4.6	-0.6	-1.1	11.5	-36.1
O=C(O)c1ccc(/C=C2\SC(=S)N(NC(=O)c3ccc(Br)cc3)C2=O)cc1	0.0	.	17.0	0.7	-2.6	-2.8	-5.1	10.7
O=C(C[C@@H]1C[C@H]2c3cc(NC(=O)NC4CCCC4)ccc3O[C@H]2[C@H](CO)O1)NCc1ccc(-c2ccccc2)cc1	0.0	10.0	-3.5	-0.5	3.7	-2.5	-6.9	49.5
Cc1ccccc1CNC(=O)Nc1ccc(Cl)cc1	0.0	-71.2	-3.9	12.8	-1.2	1.9	-3.7	-39.6

# In another format: 3 of the compounds above
Structure: CN(C)CCCn1c(SCCN2C(=O)c3ccccc3C2=O)nc2ccccc2c1=O
  XiGFP reactiv: 0.2 | EWS-Fli inh: 0.8 | ARNT TACC3 PPI: 0.0 | DENV2 CPE rescue: -3.9 | F508del corr: -1.0 | ERp5 block: -7.9 | GSIS activator: 28.1 | PAX8 reporter: 17.4
Structure: C[C@H]1CN([C@@H](C)CO)S(=O)(=O)c2ccc(-c3cccc(F)c3)cc2O[C@H]1CN(C)S(=O)(=O)c1ccc(F)cc1
  XiGFP reactiv: 0.0 | EWS-Fli inh: 3.4 | ARNT TACC3 PPI: -3.2 | DENV2 CPE rescue: -2.2 | F508del corr: 6.9 | ERp5 block: 0.5 | GSIS activator: -17.0 | PAX8 reporter: .
Structure: COc1ccc(Cl)cc1NC(=O)CC1CCCC1
  XiGFP reactiv: 0.0 | EWS-Fli inh: -12.1 | ARNT TACC3 PPI: -4.0 | DENV2 CPE rescue: 1.2 | F508del corr: -0.4 | ERp5 block: 3.5 | GSIS activator: 3.3 | PAX8 reporter: 14.1
